High-throughput results as filed in PubChem.
ARFGAP1 inhibitor = inhibitors of rat ARFGAP1 GAP activity, primary screen, biochemical, fluorescence polarization, GDP tracer; Arfgap1-stimulated ARF1 GTP hydrolysis, GDP FP detection; inhibition, % at 16.5 µM; actives 0.26% (n = 360,000);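 active means inhibition above a per-plate limit, mean inhibition of low control wells plus 3 SD, cut at about 25% in these data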;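 further: 0% = DMSO wells with enzyme and 100% = wells lacking Arfgap1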
Target sequence (Q62848 1-136 limits assumed): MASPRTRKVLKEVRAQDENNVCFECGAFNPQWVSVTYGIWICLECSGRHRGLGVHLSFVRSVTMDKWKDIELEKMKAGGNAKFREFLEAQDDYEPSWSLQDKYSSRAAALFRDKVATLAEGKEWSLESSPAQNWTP
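Material: truncated rat Arfgap1 GAP domain; Incubation: compound-enzyme preincubation 20 min, reaction 120 min, detection 60 min, 25 °C; Read-out: percent inhibition of Arfgap1-stimulated GTP hydrolysis; Technique: FP, GDP Alexa 633 tracer displaced from anti-GDP antibody, 620/688 nm; Controls: No-Arfgap1 wells (100%) versus DMSO full-reaction wells (0%); Replication: single well per compound.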
DDE Tn6 FP inh = inhibitors of Tn6 peptide binding to fibrin DD(E), primary screen, biochemical, fluorescence polarization, human fibrin, Tn6 probe. actives 0.21% (n = 370,000). Fibrin DD(E) TRITC-Tn6 fluorescence polarization displacement. Fibrinogen beta chain (Homo sapiens), P02675. AID 720509, 2013. inhibition, % at 8.3 µM;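 active means inhibition above a per-campaign cutoff: mean of compounds within control limits plus 3 SD, cut at about 15% in these data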;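 further: 0% = median of all compound wells on the plate and 100% = blocking peptide control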
ASAP1 GAP inh = inhibitors of human ASAP1 ArfGAP activity, primary screen, biochemical, fluorescence polarization; Arf-GAP with SH3 domain, ANK repeat and PH domain-containing protein 1 (Homo sapiens), …; ASAP1-stimulated ARF1 GTP hydrolysis, GDP FP detection; inhibition, % at 16.5 µM; actives 0.19% (n = 360,000); AID 624377, 2012; in the data active means inhibition above about 25%;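 further: 0% = vehicle with enzyme and substrate and 100% = no enzyme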
NPR1 activator = GC-A stimulated cGMP production enhancers – HEK293 GC-A cells, cGMP TR-FRET, EC30 ANP, primary screen; actives 0.14% (n = 370,000); Atrial natriuretic peptide receptor 1 (Homo sapiens), P16066; activation, % at 10 µM; AID 1671463, 2021; 0% at EC30 ANP, 100% saturating ANP; in the data active means activation above about 40%
HGIII-sPLA2 inh = human group III sPLA2 inhibitors, primary screen, biochemical, QFRET, BODIPY PC-A2 liposome substrate | Group 3 secretory phospholipase A2 (Homo sapiens), Q9NZ20 | QFRET BODIPY PC-A2 liposome hydrolysis, fluorescence | inhibition, % at 12.2 µM | actives 0.56% (n = 370,000) | AID 743126, 2013;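 active means inhibition above mean plus 3 SD of compounds lying within the high and low control bounds, cut at about 19% in these data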;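 further: 0% = median of test compound wells and 100% = no enzyme DMSO wells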
ADAM10 inh = human ADAM10 inhibitors, primary screen, biochemical, QFRET, HTS; Disintegrin and metalloproteinase domain-containing protein 10 (Homo sapiens), O14672; recombinant ADAM10, EDANS/DABCYL FRET peptide cleavage, 3 h; inhibition, % at 7 µM; actives 0.62% (n = 370,000);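 active means inhibition above a per-campaign cutoff equal to the mean of compounds falling between control-based bounds plus 3 SD, cut at about 20% in these data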;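 further: 0% = DMSO wells while the 100% control is not disclosed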
Target sequence (O14672 214-748 limits assumed): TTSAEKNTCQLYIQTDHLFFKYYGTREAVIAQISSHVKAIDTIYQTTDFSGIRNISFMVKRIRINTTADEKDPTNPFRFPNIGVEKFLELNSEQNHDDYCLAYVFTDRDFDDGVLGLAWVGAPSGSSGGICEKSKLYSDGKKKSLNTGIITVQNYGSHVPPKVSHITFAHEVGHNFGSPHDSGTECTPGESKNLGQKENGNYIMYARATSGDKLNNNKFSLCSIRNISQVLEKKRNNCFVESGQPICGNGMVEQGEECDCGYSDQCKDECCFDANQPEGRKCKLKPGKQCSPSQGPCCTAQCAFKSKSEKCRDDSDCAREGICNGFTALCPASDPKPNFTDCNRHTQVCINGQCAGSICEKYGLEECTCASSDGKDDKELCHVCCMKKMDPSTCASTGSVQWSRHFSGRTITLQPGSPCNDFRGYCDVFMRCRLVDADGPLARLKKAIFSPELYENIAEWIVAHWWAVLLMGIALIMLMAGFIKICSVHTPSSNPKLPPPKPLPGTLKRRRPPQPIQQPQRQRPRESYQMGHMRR
NPR2 activator = human GC-B receptor activators, primary screen, HEK293 GC-B cells, cGMP TR-FRET, EC30 CNP | activation, % at 10 µM | 0% at EC30 CNP, 100% saturating CNP | Atrial natriuretic peptide receptor 2 (Homo sapiens), P20594 | actives 0.11% (n = 370,000);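 active means activation at 10 µM reaching about 35% in either raw or pattern-adjusted values, limit read from the data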
KLK7 zymogen act = proKLK7 zymogen activators, primary screen, biochemical, fluorescence intensity; Kallikrein-7 (Homo sapiens), P49862; purified proKLK7, EDANS-DABCYL substrate fluorescence; 100% is mature enzyme control, 0% vehicle; activation, % at 7 µM; actives 0.9% (n = 370,000);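 active means activation above the mean of all tested compounds plus 3 SD, computed per campaign excluding outliers beyond control limits, cut at about 13% in these data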
Target sequence (P49862 whole entry, looked up): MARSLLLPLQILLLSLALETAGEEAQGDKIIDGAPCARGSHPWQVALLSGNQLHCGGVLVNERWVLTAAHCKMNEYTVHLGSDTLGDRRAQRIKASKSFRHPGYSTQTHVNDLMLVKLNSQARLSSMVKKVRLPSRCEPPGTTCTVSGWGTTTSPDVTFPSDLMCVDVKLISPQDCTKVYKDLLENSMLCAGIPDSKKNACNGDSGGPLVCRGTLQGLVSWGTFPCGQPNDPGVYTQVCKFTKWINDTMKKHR
GAA850 FXN act = FXN promoter activators, primary screen, cell-based, luciferase luminescence, HEK293 lucGAA850 | HEK293 lucGAA850 FXN promoter luciferase reporter, 24 h; percent of 10 µM SAHA response | activation, % at 6 µM | actives 0.56% (n = 360,000) | AID 540364, 2011;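 active means activation above the average of all compounds screened plus 3 SD, cutoff fixed separately per campaign, cut at about 7.5% in these data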;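 further: 0% = DMSO wells and 100% = 10 µM SAHA wells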
rCAG RNA binder = binders of r(CAG) RNA repeats, primary screen, biochemical, fluorescence; AID 651821, 2012; r(CAG) RNA repeat, TO-PRO-1 dye displacement fluorescence; inhibition, % at 3 µM; actives 1.3% (n = 370,000);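 active means inhibition above the plate cutoff, the mean of all test compounds on that plate plus 3 SD, cut at about 35% in these data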;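 further: 0% = DMSO alone and 100% = 100 µM mitoxantrone as full dye displacement; higher means more dye released from RNA so lower well fluorescence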
Starred values were filed as active, the others as inactive; x = not tested or not shown.

SMILES | ARFGAP1 inhibitor | DDE Tn6 FP inh | ASAP1 GAP inh | NPR1 activator | HGIII-sPLA2 inh | ADAM10 inh | NPR2 activator | KLK7 zymogen act | GAA850 FXN act | rCAG RNA binder
O=C(NCCCN1CCOCC1)C1CCC(=O)N1C1CCCCC1 (stereo not drawn) | 3 | -4 | -17 | 2 | 0 | 5 | 2 | -0.1 | 2.8 | 4
COc1ccccc1Nc1nnc(SCC(=O)c2cc(C)n(CC3CCCO3)c2C)s1 (stereo not drawn) | -12 | 1 | 15 | 0 | -11 | 10 | 1 | 0.8 | -0.8 | 6
CC(=O)c1ccc(NC(=S)Nc2ccn(Cc3ccc(Br)cc3)n2)cc1 | 5 | 7 | 14 | 0 | 0 | 2 | 3 | 0.3 | 0.9 | 7
CN(C)c1ccc(CN2CCCC(O)C2)cc1 (stereo not drawn) | 0 | 2 | 0 | 0 | -2 | -6 | 2 | -0.5 | -1.5 | -4
Cc1onc(-c2c(Cl)cccc2Cl)c1C(=O)N1CCSCC1 | 4 | -1 | 5 | -4 | -3 | -1 | -3 | -0.9 | 1.2 | -4
CCCCn1c(N)c(N(CC)C(=O)c2cccc(F)c2)c(=O)[nH]c1=O | 6 | 3 | 3 | 4 | 14 | 4 | 2 | -0.5 | 1.4 | 8
CCOC(=O)C1(C)C=C(Nc2ccc(C)cc2)C(=O)N1c1ccc(C)cc1 (stereo not drawn) | -5 | 1 | 3 | -2 | -22 | -2 | 2 | -0.5 | -0.2 | -1
O=C(C1CCN(S(=O)(=O)c2cccc3cccnc23)CC1)N1CCN(c2ccccn2)CC1 | 2 | 7 | -2 | -16 | 7 | -1 | -9 | 0.1 | 0.0 | -6
COC(=O)[C@H]1C[C@@]2(c3ccccc3)c3ccccc3N(S(=O)(=O)c3ccccc3)[C@H]2N1 | x | -4 | x | -18 | 7 | -2 | -11 | -0.1 | x | 4
Cc1ccccc1-c1noc(-c2ccccc2C(=O)NCC2CCCO2)n1 (stereo not drawn) | 3 | -2 | -6 | -2 | 2 | -8 | 0 | -0.5 | -0.1 | -7
O=C(c1cc(Cl)ccc1[N+](=O)[O-])n1cnc2ccccc21 | -4 | 5 | 0 | 3 | 1 | -3 | 1 | 0.2 | 0.1 | 0
CCOC(=O)/C=C1\NC(C)(C)Cc2cc(OC)c(O)cc21 | 1 | 4 | -1 | -5 | 8 | 3 | -12 | 0.3 | 1.4 | -4

Grouped by structure: the entries above with an aryl methoxy group
SMILES | ARFGAP1 inhibitor | DDE Tn6 FP inh | ASAP1 GAP inh | NPR1 activator | HGIII-sPLA2 inh | ADAM10 inh | NPR2 activator | KLK7 zymogen act | GAA850 FXN act | rCAG RNA binder
COc1ccccc1Nc1nnc(SCC(=O)c2cc(C)n(CC3CCCO3)c2C)s1 (stereo not drawn) | -12 | 1 | 15 | 0 | -11 | 10 | 1 | 0.8 | -0.8 | 6
CCOC(=O)/C=C1\NC(C)(C)Cc2cc(OC)c(O)cc21 | 1 | 4 | -1 | -5 | 8 | 3 | -12 | 0.3 | 1.4 | -4

The listing continues.
SMILES | ARFGAP1 inhibitor | DDE Tn6 FP inh | ASAP1 GAP inh | NPR1 activator | HGIII-sPLA2 inh | ADAM10 inh | NPR2 activator | KLK7 zymogen act | GAA850 FXN act | rCAG RNA binder
COc1ccc(NC(=O)Nc2ccccc2C(=O)N2CCCC2)cc1 | -1 | -3 | -14 | 1 | -4 | 1 | 3 | 0.1 | 0.4 | -1
Cc1ccc(C)c(CN2C(=O)C3CCCN3c3ccc(C#N)cc32)c1 (stereo not drawn) | 16 | -2 | 8 | 2 | 4 | -18 | 3 | -0.7 | 0.9 | 6
COc1cccc(CC2(CO)CCN(C(=O)NCCc3ccccc3)CC2)c1 | -7 | 0 | -2 | -3 | -1 | 4 | -1 | -0.1 | 0.1 | -6
COCCn1cnnc1SCC(=O)Nc1ccc(N2CCCCC2)cc1 | -5 | 4 | 8 | 1 | 5 | -4 | 0 | -0.9 | 1.8 | -1
Cc1cc(C)c2c(c1)/C(=N\N=c1\sc3ccccc3n1C)C(=O)N2 | 7 | -2 | 7 | -6 | -5 | 5 | 5 | -0.2 | 1.9 | 3
CC(=O)c1cccc(S(=O)(=O)N2CCC(C(=O)N(C)Cc3ccc(Cl)s3)CC2)c1 | -3 | 6 | -10 | 0 | -20 | 1 | -5 | 0.1 | 0.9 | 4
O=[N+]([O-])c1cc([N+](=O)[O-])c2cccnc2c1Oc1ccccc1O | 7 | 3 | -4 | 1 | 7 | 2 | 1 | -0.2 | 2.1 | 6
Cn1c(=O)n(CC(=O)O)c(=O)c2c1nc1n2CCCN1Cc1ccccc1 | -1 | 3 | -7 | -4 | 4 | 14 | 5 | -0.2 | -1.0 | 11
CCN1CCN(C(CNS(=O)(=O)c2ccc(C)cc2)c2ccccc2)CC1 (stereo not drawn) | -3 | 7 | -7 | -24 | 2 | -6 | -10 | 0.3 | -1.1 | -2
Cc1sc2nc(SCC(=O)NCc3ccco3)[nH]c(=O)c2c1C | -2 | 10 | -11 | -3 | -4 | -18 | 0 | -0.1 | 2.5 | 7
Nc1ccnc(=O)[nH]1 | -3 | 4 | -1 | 0 | -2 | -3 | 1 | 0.1 | -0.6 | 2
N#Cc1nc(-c2ccco2)oc1N1CCN(C(c2ccccc2)c2ccccc2)CC1 | 12 | 1 | -11 | -3 | 8 | -1 | 0 | -0.4 | 0.6 | 6
CC(=O)N1CCN(C(=S)c2cccc([N+](=O)[O-])c2)CC1 | 2 | 3 | 5 | 3 | 6 | 4 | 0 | 0.1 | 1.3 | -2
CCN(CC)CCNC(=O)NC1CCCCC1 | 5 | -6 | 3 | 2 | -2 | -1 | 0 | 0.5 | -2.3 | -1
Cc1cc(Cl)c(S(=O)(=O)N2CCCCCC2)cc1OCC(N)=O | -6 | 4 | 0 | -2 | -2 | -1 | 1 | -0.4 | 0.8 | 0
CC1(C)[C@H]2CC=C(CN3CCC(N4CCC(C(=O)N5CCCC5)CC4)CC3)[C@@H]1C2 | 2 | 8 | -4 | -1 | -3 | -3 | 2 | -0.5 | 1.2 | -11
CCCn1c(SCC(=O)N2CCCC(C)C2)nnc1-c1ccccn1 (stereo not drawn) | 2 | 3 | 11 | -1 | 1 | -5 | 0 | -0.6 | -0.4 | -11
CC(=O)c1ccc(-c2ccc(C(=O)N3CCN(c4ccc(F)cc4)CC3)o2)cc1 | 3 | 1 | -1 | 0 | -2 | -57 | 1 | 0.8 | 3.1 | 1
COc1cccc(CNC(=O)c2ccc(NC(=O)CC3SC(N4CCCCC4)=NC3=O)cc2)c1 (stereo not drawn) | 0 | 3 | -7 | 1 | -7 | -8 | 6 | 0.2 | -1.2 | 4
CC(/C=C/c1ccccc1)=N\NC(=O)c1ccc(Br)cc1 | -1 | 3 | -11 | 0 | 0 | -2 | -2 | -1.4 | 1.1 | 1
Cc1cc(NCc2ccc(F)cc2Cl)n2nnnc2n1 | 4 | 4 | 11 | 2 | 3 | -6 | -6 | -0.3 | 3.4 | 3
COc1ccc(N2CCN(C(=O)CN(C3CCCCC3)S(C)(=O)=O)CC2)cc1 | 1 | -5 | -8 | -2 | 4 | 3 | 3 | 0.2 | 0.8 | -7
COc1ccccc1CCC(=O)N1CCN(C(=O)c2ccccc2)CC1 | 18 | 4 | -10 | -10 | 4 | 0 | 1 | -0.3 | 1.0 | -6
COC(=O)c1cc(-c2c(C)noc2C)c(=O)n2c1CCC2 | x | 4 | x | 3 | 3 | 1 | 0 | 0.4 | x | 1
COC(=O)c1ccc(-c2c(-c3ccccc3)ncc3cc(OC)c(OC)cc23)cc1 | 3 | 1 | -2 | 1 | 1 | -6 | 5 | -0.5 | 3.9 | -1
Cc1cc(SCC(=O)OCC(=O)NC(C)c2ccccc2)c(C)cc1Br (stereo not drawn) | 14 | -2 | 0 | -2 | -31 | 4 | -3 | 0.0 | -0.7 | -2
Cc1oc(C(C)(C)C)cc1C(=O)Nc1ccc(N2CCOCC2)cc1 | 2 | 1 | -3 | -1 | 1 | 9 | -4 | -0.1 | 1.7 | -5
O=C(CNc1cccc2ccccc12)N/N=C/c1cccc(Oc2ccccc2)c1 | -9 | -5 | -1 | -14 | -2 | -69 | -8 | 2.3 | 2.0 | 15
CC(=O)N1CCN(C(=O)c2[nH]c(C(F)(F)F)nc2-c2ccccc2)CC1 | -2 | 2 | 4 | 2 | 0 | 5 | 3 | -1.0 | x | 2
Cc1cccc(NC(=S)NCc2ccc3c(c2)OCO3)c1 | 8 | 8 | -7 | 3 | 15 | 2 | -8 | 0.3 | 2.4 | 1
CCc1ccc(NC(=O)C2CCCN(S(C)(=O)=O)C2)cc1 (stereo not drawn) | -4 | 0 | -2 | 2 | -1 | 5 | 5 | -0.2 | 2.4 | -1
O=S(=O)(c1ccc(NC(=S)N/N=C/c2ccc(Oc3ccccc3)cc2)cc1)N1CCOCC1 | -5 | -4 | -5 | -4 | 5 | 7 | -1 | -0.6 | 0.7 | 6
CCOC(=O)c1c(C)[nH]c(C)c1C(=O)COC(=O)/C=C/c1cccc([N+](=O)[O-])c1 | 8 | -1 | 23 | -1 | -9 | 2 | 2 | -0.1 | -2.3 | 5
Cc1ccc(-n2cc(CN3CCN(Cc4nccn4C)CC3)c(-c3ccc(F)cc3)n2)cc1 | 4 | -6 | -11 | 4 | 2 | -6 | -2 | 0.6 | 0.1 | -5
COc1cc(SC)ccc1C(=O)OCC(=O)N1CCCC1 | 2 | 0 | 6 | -4 | 2 | 1 | 5 | 0.3 | 1.4 | -1
S=C(NCc1ccco1)N/N=C/c1ccc(Cl)cc1 | 8 | 4 | -13 | -1 | -1 | 5 | -3 | 0.0 | 0.5 | 4
COc1cccc(CNS(=O)(=O)c2ccc3c(c2)N(C(C)=O)CCS3)c1 | 4 | -3 | 6 | 7 | -11 | -6 | 8 | 0.0 | -1.6 | -2
COc1ccc(CNC(=O)C(C)OC(=O)CCN2C(=O)C3CC=CCC3C2=O)cc1 (stereo not drawn) | -2 | -5 | -2 | 1 | -6 | 0 | -4 | 0.7 | -2.1 | 3
Cn1cnc2c(cnn2C)c1=O | 4 | 2 | 17 | -2 | 8 | 0 | 0 | 0.6 | 1.8 | -1
Nc1nncn1C(=O)CCCOc1ccccc1 | 15 | 3 | -6 | -2 | 6 | 14 | 2 | 0.2 | -0.2 | 5
CCCNc1ncccc1C(N)=O | 3 | -4 | 4 | -1 | 10 | -441 | 3 | -2.7 | -0.2 | 3
